Bioassay records from PubChem BioAssay.
BCLXL inh: inhibitors of human Bcl-xL, primary screen, biochemical, fluorescence polarization, HTS. inhibition, % at 10.9 µM. GST-Bcl-xL / FITC-Bim BH3 peptide fluorescence polarization. hit rate 0.7% among 320,000. AID 2129, 2009. Bcl-2-like protein 1 (Homo sapiens), Q07817;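 active = inhibition above the mean of all tested compounds plus 3 SD, cutoff set per campaign, cut at about 30% in these data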;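 also: 0% = DMSO wells and 100% = unlabeled Bim-BH3 peptide competitor; inhibitors lower millipolarization by displacing the labeled peptide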
Target sequence (Q07817 whole entry, looked up): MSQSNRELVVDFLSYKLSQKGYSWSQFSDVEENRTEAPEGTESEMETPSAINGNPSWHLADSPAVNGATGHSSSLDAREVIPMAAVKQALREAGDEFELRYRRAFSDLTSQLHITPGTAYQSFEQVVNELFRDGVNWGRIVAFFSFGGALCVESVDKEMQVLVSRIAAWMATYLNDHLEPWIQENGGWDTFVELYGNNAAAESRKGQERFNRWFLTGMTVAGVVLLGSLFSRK
MEX-5 binding: MEX-5 zinc finger RNA-binding disruptors – biochemical, C. elegans, fluorescence polarization, MLPCN library, primary screen | Zinc finger protein mex-5 (Caenorhabditis elegans), Q9XUB2 | MEX-5/FITC-TCR2 RNA binding; stronger effect = lower value | activity score (negative = inhibition of binding), % at 10 µM | hit rate 0.38% among 300,000;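 active = inhibition past about -25% in most replicates, and total fluorescence under double the plate's negative control median, limit read from the data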;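 also: 0% = DMSO and -100% = 5 µM competing unlabeled TCR2 RNA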
Target sequence (Q9XUB2 whole entry, looked up): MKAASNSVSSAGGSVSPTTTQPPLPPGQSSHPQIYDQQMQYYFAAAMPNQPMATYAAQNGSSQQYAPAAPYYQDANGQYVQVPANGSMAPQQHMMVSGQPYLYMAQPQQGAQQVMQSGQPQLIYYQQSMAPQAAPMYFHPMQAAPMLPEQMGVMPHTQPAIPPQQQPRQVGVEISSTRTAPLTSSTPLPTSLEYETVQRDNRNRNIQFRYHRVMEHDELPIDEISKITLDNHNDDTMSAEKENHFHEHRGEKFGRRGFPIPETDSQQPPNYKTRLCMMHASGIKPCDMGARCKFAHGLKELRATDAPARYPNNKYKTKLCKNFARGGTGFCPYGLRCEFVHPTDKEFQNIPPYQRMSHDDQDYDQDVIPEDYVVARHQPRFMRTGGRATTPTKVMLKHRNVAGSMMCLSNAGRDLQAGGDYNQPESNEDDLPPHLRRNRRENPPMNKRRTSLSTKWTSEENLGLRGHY
GLD-1 RNA inh: GLD-1/TGE RNA complex disruptors, primary screen, biochemical, fluorescence polarization; AID 2280, 2010; inhibition, % at 5.96 µM; hit rate 0.44% among 320,000; purified GLD-1 + fluorescein TGE RNA; Female germline-specific tumor suppressor gld-1 (Caenorhabditis elegans), Q17339;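 active = percent inhibition above a per-plate cutoff, the plate mean of test compounds plus 3 SD, cut at about 30% in these data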;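 also: 0% = DMSO wells with GLD-1 and probe and 100% = wells lacking GLD-1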
pPAFAH FP inh: pPAFAH enzyme inhibitors, primary screen, biochemical, fluorescence polarization, human. recombinant pPAFAH, FP-rhodamine probe fluorescence polarization. inhibition, % at 3.39 µM. hit rate 1.5% among 330,000. AID 463082, 2010;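 active = inhibition above the mean inhibition across the screen plus 3 SD, cut at about 25% in these data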;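 also: inhibitors block binding of the rhodamine activity-based probe so polarization drops; 0% = enzyme with DMSO and 100% = wells lacking pPAFAH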
Fam108B counter: mouse Fam108B serine hydrolase inhibitors, primary screen, counter-screen for RBBP9 inhibitor project, biochemical, fluorescence polarization. recombinant Fam108B, FP-Rh probe fluorescence polarization. inhibition, % at 9.51 µM. hit rate 0.33% among 300,000. AID 1947, 2009;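 active = inhibition above the screen mean inhibition plus 3 SD, computed separately per campaign, cut at about 18% in these data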;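 also: inhibitors lower polarization as less probe binds the enzyme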
MCL1-BIM inh: inhibitors of MCL1 binding to BIM-BH3, primary screen, biochemical, fluorescence polarization | GST-MCL1 / FITC-Bim-BH3 fluorescence polarization | hit rate 0.68% among 320,000 | AID 2057, 2009 | inhibition, % at 10.9 µM;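 active = inhibition above the mean inhibition of all tested compounds plus 3 SD, set per campaign, cut at about 40% in these data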;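 also: 0% = DMSO wells and 100% = unlabeled Bim-BH3 peptide control; higher means more loss of mP so more displacement of Bim peptide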
AHR activator: AHR activators, primary screen, cell-based, luminescence, luciferase reporter, human; hit rate 2.5% among 320,000; Aryl hydrocarbon receptor (Homo sapiens), P35869; AID 2796, 2010; activation, % at 5 µM; AHR-responsive luciferase reporter cells; in the data active = activation above about 47%;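 also: 0% = vehicle wells and 100% = reference agonist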
PAFAH1B2 FP inh: PAFAH1B2 enzyme inhibitors, primary screen, biochemical, fluorescence polarization, human; Platelet-activating factor acetylhydrolase IB subunit alpha2 (Homo sapiens), P68402; hit rate 1.2% among 340,000; inhibition, % at 3.39 µM; recombinant PAFAH1B2, FP-rhodamine activity probe;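 active = inhibition above the mean of all tested compounds plus 3 SD, cut at about 24% in these data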;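 also: 0% = enzyme with DMSO and 100% = wells lacking PAFAH1B2; many of its hits are not listed in these tables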
Target sequence (P68402 whole entry, looked up): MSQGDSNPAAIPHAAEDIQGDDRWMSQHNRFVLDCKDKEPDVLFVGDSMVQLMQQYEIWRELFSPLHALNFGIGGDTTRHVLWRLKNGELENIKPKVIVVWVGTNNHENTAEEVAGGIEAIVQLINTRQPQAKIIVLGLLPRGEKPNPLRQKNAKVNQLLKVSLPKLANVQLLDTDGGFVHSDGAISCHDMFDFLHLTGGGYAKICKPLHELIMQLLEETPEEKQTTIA
PME-1 inh: PME-1 inhibitors via competitive probe labeling, primary screen, biochemical, fluorescence polarization, FP-Rh probe, HTS. inhibition, % at 5.9 µM. Protein phosphatase methylesterase 1 (Homo sapiens), Q9Y570. hit rate 0.53% among 320,000. recombinant PME-1;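 active = inhibition above the campaign mean of all compounds plus 3 SD, cut at about 26% in these data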;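 also: competitive labeling of PME-1 active site by serine hydrolase directed probe; 0% = PME-1 with DMSO and 100% = wells lacking PME-1 enzyme; inhibitors block probe labeling so polarization falls and inhibition rises; many of its hits are not listed in these tables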
The depositor's hits bear a star; . = no result given. Not all compounds are listed (hit frequency here may not be typical).

SMILES	BCLXL inh	MEX-5 binding	GLD-1 RNA inh	pPAFAH FP inh	Fam108B counter	MCL1-BIM inh	AHR activator	PAFAH1B2 FP inh	PME-1 inh
O=c1oc2cc(O)ccc2cc1S(=O)(=O)c1ccccc1	27	-0.1	40*	3	-3	30	1	6	6
CC(NC(=O)c1ccco1)C(=O)OC(C)C(=O)NCc1ccccc1 (stereo not given)	-1	-1.7	2	11	1	1	0	3	5
O=C(N/N=C/c1ccsc1)c1ccc2ccccc2n1	-4	-0.2	14	6	-2	-1	4	3	-8
COc1ccc(NC(=O)COC(=O)c2ccc(N3CCCC3=O)cc2)cc1OC	-4	0.5	4	-4	6	-11	4	0	-3
CCC1=C(OC(=O)N(CC)CC)N2C(=O)OC(=NCCOC)[C@]2(Cc2ccccc2)[C@H]2C1=CC[C@H]1C(=O)N(CC)C(=O)[C@H]12	12	-1.9	11	4	-1	5	1	-1	2
CCCc1cc(=O)[nH]c(SCC(=O)c2[nH]c(C)c(C(=O)OCC)c2C)n1	5	-3.3	-1	2	0	-3	8	6	-3
Cc1cc(C(=O)OC(C)C(=O)Nc2cccc(S(=O)(=O)N3CCOCC3)c2)c(C)o1 (stereo not given)	-1	2.5	5	3	0	-3	-1	6	0
COc1ccc(C(OC(=O)c2ccco2)C(=O)NCc2ccc(C)cc2)cc1 (stereo not given)	5	1.0	5	1	-2	-4	7	-1	-2
CC1CCN(S(=O)(=O)c2ccc(NC(=O)C3CCN(C(=O)c4ccco4)CC3)cc2)CC1	5	0.4	9	1	-6	5	0	20	-4
Cc1ccc(N2C(=O)CC(N3CCN(c4ccccn4)CC3)C2=O)cc1 (stereo not given)	0	-0.7	9	4	0	6	0	1	8
COc1cccc2[nH]c3c(Cl)ncnc3c12	4	.	-3	4	2	4	13	-9	12
O=C(CCC(=O)c1ccc(Br)cc1)Nc1cccc(C(F)(F)F)c1	0	-1.4	-3	4	-3	-4	0	0	-4
CCN(CC(=O)Nc1ccc2c(c1)OCCO2)CC(=O)Nc1ccc(C)c(S(=O)(=O)N(C)C)c1	.	.	14	6	.	.	6	0	.
Cc1ccc(C)c(N2CCN(C(=O)CCS(=O)(=O)c3ccc4c(c3)NC(=O)C(C)S4)CC2)c1 (stereo not given)	-2	1.4	7	-1	-4	-7	1	-2	1
Cc1nnc(SCc2cc(=O)[nH]c(/N=C(\N)Nc3ccccc3Sc3ccccc3)n2)s1	2	1.4	-7	3	-4	9	8	3	16
N#Cc1ccccc1NC(=O)COC(=O)/C=C/c1ccc(S(=O)(=O)N2CCOCC2)cc1	.	.	-4	6	.	.	7	2	.
Cn1cc(C(=O)c2ccc(Cl)cc2)cc1-c1nc2ccccc2n1C	1	-0.1	-3	-5	-2	-11	27	1	-7
CN(C(=O)COC(=O)c1nn(C)c(=O)c2ccccc12)c1c(N)n(Cc2ccccc2)c(=O)[nH]c1=O	-12	1.4	6	0	2	-8	1	2	-2
NS(=O)(=O)c1ccc(NCc2cc(Cl)ccc2OCc2ccc(F)cc2)cc1	6	0.6	2	5	-3	5	6	0	-5
Cc1cc(/C=C2/C(=N)N3C(=NC2=O)SN=C3S(C)(=O)=O)c(C)n1-c1ccccc1F	3	0.1	9	-8	-10	0	6	-6	-10
CCCn1c(C)nnc1SCC(=O)NC1CCCCC1	0	-1.4	9	4	-4	-8	-2	1	-4
C=CCOc1ccc(C2C(C#N)=C(N)N(Nc3ccccc3)C3=C2C(=O)CC(C)(C)C3)cc1OC (stereo not given)	-1	-0.5	-1	1	4	6	8	4	7
O=[N+]([O-])c1ccc(SCCO)nc1SCCO	0	-1.2	0	3	2	-2	-2	-2	4
COc1ccc(CCn2c(=S)[nH]c3ccc(N4CCOCC4)cc3c2=O)cc1OC	10	0.4	2	13	0	18	17	5	5
Cc1cnc(NC(=O)C(C)N2C(=O)C3CC=CCC3C2=O)s1 (stereo not given)	4	0.8	4	0	-1	0	2	-3	-3
COc1ccc(N(CC(=O)NCc2ccc(F)cc2)C(=O)c2snc(C(N)=O)c2N)cc1OC	-1	2.8	1	5	1	-4	1	-3	0
O=C(O)CN1C(=O)/C(=C\c2cccc(OCc3ccccc3)c2)SC1=S	13	-4.0	-2	-22	4	26	0	22	2
COc1ccc2cc(C(=O)NCCO)sc(=O)c2c1OC	2	-0.8	6	3	1	2	3	3	-4
O=c1[nH]cnc2cc(Cl)ccc12	6	1.7	9	-9	3	3	10	-2	-4
COc1ccccc1OCCOC(=O)Nc1ccccc1	3	-1.6	1	1	-4	11	1	-1	-1
O=C1C(Cl)=C(NC(=O)c2ccccc2)C(=O)C(Cl)=C1NC(=O)c1ccccc1	36*	-86*	22	5	6	57*	13	-1	4
COc1ccccc1-c1nc(SCC(=O)O)n[nH]1	5	1.6	-3	0	-1	-2	26	7	-3
COc1cc(NS(=O)(=O)c2ccc(N/C=C(\C=O)c3nc4ccccc4o3)cc2)nc(OC)n1	8	11	-2	6	-3	-2	34	2	-2
CCN(CC)C(=O)C1=C(C)Nc2ncnn2C1c1cccnc1 (stereo not given)	4	1.8	-3	4	1	10	1	-5	-2
COc1ccc2c(c1)C(C)CC(C)(C)N2C(=O)NC1CCCCC1 (stereo not given)	5	0.4	4	4	0	10	0	-3	4
COCCOC(=O)c1cc(C(=O)c2cc(F)ccc2O)coc1=N	4	-3.0	4	-3	0	-4	18	-1	-4
Cc1ccc(S(=O)(=O)N2CC=C(C(=O)NCCC(C)C)CC2)cc1	0	2.0	5	4	1	0	-2	10	8
O=C(CCc1ccccc1)NC1C2CC3CC(C2)CC1C3 (stereo not given)	8	2.3	2	3	-1	8	1	7	-5
O=C(c1ccc(S(=O)(=O)N2CCCCCC2)cc1)N1CCCC(C(F)(F)F)C1 (stereo not given)	4	-2.0	1	0	-2	5	3	-1	-2
Cc1cnc(-c2nnc(N(C)C(=O)C3CCOC3)s2)cn1 (stereo not given)	7	2.5	-2	2	0	8	6	6	-1
CCc1ccccc1NC(=S)N(CCCN(C)C)Cc1cc2cc3c(cc2[nH]c1=O)OCO3	6	-0.7	-4	3	-2	3	18	5	-9
O=S(=O)([O-])C/C(=C\c1ccc(Cl)cc1)c1cc[n+](CCO)cc1	-1	0.1	-3	2	0	5	1	8	-1
c1ccc(C2CSc3ccccc3N2)cc1 (stereo not given)	3	0.6	2	-5	3	8	19	5	-6
Cc1cc(C)nc(NC2=NCC(=O)N2c2ccc(F)c(Cl)c2)n1	6	2.5	0	1	7	10	42	-2	-1
O=C(/C=C/c1c(Cl)cccc1Cl)N1CCN(c2ncccn2)CC1	6	-2.1	5	10	2	-2	11	3	-1
O=C1CCCCC1Sc1nnc(Cc2cccs2)n1CCc1ccccc1 (stereo not given)	-1	.	7	4	1	2	7	9	-3
CCOC(=O)C1=CC[C@H]2c3c(c4ccccc4n3C)C(=O)C1N2C(=O)OC(C)(C)C	1	.	-5	0	.	-3	1	-1	0
CCN1CCN(c2ccc(NC(=O)c3cnccn3)cc2)CC1	6	3.0	1	1	3	-3	6	.	-1
Clc1ccccc1-c1nc2ccccc2c2nc3ccccc3n12	2	0.9	5	4	7	-4	2	-2	2
O=C(NC(C(=O)c1ccccc1)N1CCCCC1)c1ccccc1 (stereo not given)	0	0.4	-2	1	0	1	-1	18	-3
Cn1c(-c2ccc3c(c2)OCO3)cnc1NCc1ccccc1	2	-2.5	-4	-1	-1	3	14	0	7
Cc1ccc(NC(=O)CSc2ccc3nnc(CCNC(=O)c4ccccc4)n3n2)c(C)c1	0	-0.9	-1	5	1	-5	-3	0	-2
CCCOc1ccc(C(=O)NCC(c2ccco2)N(C)C)cc1 (stereo not given)	5	-1.2	5	1	-2	17	8	8	4
CC(C)C(C)NC(=O)COc1ccc(-c2ccccc2)cc1 (stereo not given)	7	-1.1	-4	3	0	3	23	8	-3
Cc1ccc(NC(=O)CCN2CCN(C/C=C/c3ccccc3)CC2)cc1	-4	.	7	-8	-3	-2	1	-1	0
CC(=O)NCCC(=O)N1CCc2c([nH]c3ccccc23)C1c1cccc(Cl)c1 (stereo not given)	5	-0.2	-2	6	0	-3	46	0	-4
COc1ccc2oc(C(=O)N3CCN(c4ncccn4)CC3)c(C)c2c1	3	0.9	-3	10	-1	1	2	2	2
COC(=O)[C@]1(Cc2ccccc2)N[C@H](CN(C)C(=O)c2ccc(C)cc2)[C@@H]2C(=O)N(C)C(=O)[C@@H]21	.	.	-1	-12	.	.	1	6	.
CN1C(=O)C(O)(C2COC(C)(C)CC2=O)c2cc(Br)ccc21 (stereo not given)	2	-1.7	5	-2	-4	3	43	2	-8
Nc1ccccc1Sc1ccccc1[N+](=O)[O-]	9	0.2	2	11	1	1	11	-2	3

(continued)
SMILES	BCLXL inh	MEX-5 binding	GLD-1 RNA inh	pPAFAH FP inh	Fam108B counter	MCL1-BIM inh	AHR activator	PAFAH1B2 FP inh	PME-1 inh
CCCCN(C(=O)C1CCC1)c1c(N)n(CCC)c(=O)[nH]c1=O	0	-1.7	14	-1	3	-6	4	-1	-2
COC(=O)c1ccc(C23CC4(C2)[C@H](CN(Cc2ccc(-c5ccccc5)cc2)[C@@H]4c2ccccc2)C3c2ccccc2)cc1 (stereo not given in full)	-7	0.7	-4	3	-3	2	2	-6	-7
N#Cc1nc(Nc2cc(F)cc(F)c2)c2ncn(CC(F)F)c2n1	2	.	-7	-8	.	2	1	5	-17
CC(C)N(Cc1ccccc1)C(=O)CN1C(=O)NC(Cc2ccccc2)(c2ccccc2)C1=O (stereo not given)	3	1.7	4	5	-2	1	2	26*	3
CNC(=O)COc1coc(CN2CCN(C(=O)c3ccco3)CC2)cc1=O	4	0.0	-2	3	-4	3	-3	1	-1
CCn1c(=O)cc(OCC(=O)Nc2cccc(C)n2)c2ccccc21	9	0.5	1	3	-2	3	46	-1	-3
O=C(COC(=O)Cc1ccc(F)cc1)NC1CCS(=O)(=O)C1 (stereo not given)	3	-0.2	4	4	-6	-3	-3	3	-5
C=C(C)COc1ccc(-c2ncncc2-c2ccccc2OC)c(O)c1	2	-1.4	-4	4	1	0	4	5	1
c1ccc(COc2cccc(CN3CCc4ccccc4C3)c2)cc1	-1	-0.7	-6	-6	-6	-8	0	3	-2
CC(C)=C[C@@H]1C[C@H](C)[C@H]2CC[C@H](C)c3c(O[C@@H]4O[C@@H](C)[C@@H](O)[C@@H](O)[C@@H]4O)c(O)c(C)c1c32	.	.	2	-7	.	.	-1	0	.
O=C(c1ccccc1)c1cnc(Nc2ccccc2Cl)s1	7	1.5	7	7	0	8	-4	3	11
COC(=O)c1cc(C)sc1NC(=O)C1C2C=CC(CC2)C1C(=O)O (stereo not given)	0	0.4	4	2	-3	3	2	2	-4
CCCCCOC(=O)Cc1c(O)c2ccccc2[nH]c1=O	-1	0.4	-2	0	-3	8	5	3	0
